Source: PubChem BioAssay (Sanford-Burnham Center for Chemical Genomics)
tim23-1 inh: growth inhibitors of tim23-1 mutant yeast, primary screen, luminescence, uHTS; S. cerevisiae tim23-1 growth, BacTiter-Glo luminescence, 24 h; inhibition, % at 20 µM; hit rate 1.3% among 330,000; AID 463212, 2010;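 active = growth inhibition of the mutant yeast at or above 50%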;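 also: temperature-sensitive mutant grown at 25 °C; plate controls were DMSO-treated mutant yeast for no effect and medium wells lacking yeast for full effect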
TIM10 inh: growth inhibitors of isogenic TIM10 control yeast, primary screen, counter-screen for tim10-1 yeast inhibitor project, luminescence, uHTS | hit rate 1.4% among 330,000 | inhibition, % at 10 µM | S. cerevisiae TIM10 strain growth, BacTiter-Glo luminescence, 24 h | AID 463195, 2010;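 active = inhibition of 40% or more at the single tested concentration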;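 also: wild-type TIM10 isogenic control strain grown at permissive 25 °C; 0% = DMSO yeast wells and 100% = minimal medium wells without yeast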
APJ antag: antagonists of human apelin receptor APJ, primary screen, CHO-K1 cells, beta-arrestin complementation, luminescence. hit rate 0.32% among 330,000. inhibition, % at 20 µM. P35414. AID 2521, 2010;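 active = inhibition above about 40% at 20 µM, limit read from the data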;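 also: cells challenged with 10 nM apelin-13 agonist together with compound; plate controls were apelin-13 plus DMSO wells for no effect and DMSO wells lacking apelin-13 for full effect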
Target sequence (P35414 whole entry, looked up): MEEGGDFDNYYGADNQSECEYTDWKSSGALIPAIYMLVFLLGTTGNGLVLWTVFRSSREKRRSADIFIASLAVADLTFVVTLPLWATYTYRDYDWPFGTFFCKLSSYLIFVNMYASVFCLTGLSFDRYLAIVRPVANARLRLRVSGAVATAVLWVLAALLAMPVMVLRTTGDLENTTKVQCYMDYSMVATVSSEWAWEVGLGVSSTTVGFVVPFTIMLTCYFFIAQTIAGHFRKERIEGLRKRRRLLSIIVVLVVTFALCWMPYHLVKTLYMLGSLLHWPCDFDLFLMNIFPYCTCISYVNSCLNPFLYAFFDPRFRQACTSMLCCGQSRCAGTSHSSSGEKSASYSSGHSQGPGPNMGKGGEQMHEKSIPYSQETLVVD
Mdm2-MdmX inh: inhibitors of human Mdm2-MdmX association, primary screen, cell-based, luminescence, split luciferase, SaOS-2, uHTS | SaOS-2 split-luciferase Mdm2/MdmX complementation | AID 485346, 2010 | inhibition, % at 8 µM | hit rate 3% among 330,000;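 active = inhibition of at least 50% at 8 µM in the primary screen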
CHOP UPR activ: activators of apoptotic CHOP UPR arm, primary screen, cell-based, CHO-CHOP luciferase reporter, luminescence, uHTS; UPR activation; percent of tunicamycin response over DMSO baseline; activation, % at 10 µM; hit rate 0.34% among 330,000; AID 449763, 2010;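 active = at 10 µM dose, activation of 40% or more, normalized to positive control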;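 also: 100% = tunicamycin at 10 µg/mL and 0% = DMSO alone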
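Material: CHO-CHOP cells, stable luciferase reporter of PERK-eIF2a-CHOP signalling; quantity: 500 reporter cells seeded per well; buffer or medium: F12 medium containing 10% fetal bovine serum; compound: one dose, 10 µM in 0.5% DMSO; incubation: 6 h compound treatment, 37 °C; measured by: Steady-Glo luciferase luminescence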
CXCR6 block: CXCR6 receptor inhibitors, primary screen, cell-based, beta-arrestin, luminescence, CHO-K1 PathHunter, 1536-well; hit rate 0.36% among 360,000; C-X-C chemokine receptor type 6 (Homo sapiens), O00574; inhibition, % at 20 µM; AID 602244, 2012; in the data active = inhibition above about 34%, passing the limit was not always enough;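 also: antagonist mode with CXCL16 agonist at 10 nM final; 0% = 10 nM CXCL16 with DMSO and 100% = unstimulated wells without agonist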
Target sequence (O00574 whole entry, looked up): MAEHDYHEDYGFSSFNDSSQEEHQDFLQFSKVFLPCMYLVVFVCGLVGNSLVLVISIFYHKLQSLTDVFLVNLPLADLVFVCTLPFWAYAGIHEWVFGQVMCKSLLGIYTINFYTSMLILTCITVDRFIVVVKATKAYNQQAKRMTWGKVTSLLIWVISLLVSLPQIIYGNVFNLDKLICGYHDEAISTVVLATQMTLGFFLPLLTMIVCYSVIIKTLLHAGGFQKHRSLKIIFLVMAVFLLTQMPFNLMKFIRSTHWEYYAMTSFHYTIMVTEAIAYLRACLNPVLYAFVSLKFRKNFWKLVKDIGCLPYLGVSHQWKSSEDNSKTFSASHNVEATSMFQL
APJ ag: agonists of human apelin receptor APJ, primary screen, CHO-K1 cells, PathHunter beta-arrestin, luminescence; 0% DMSO wells, 100% apelin; activation, % at 20 µM; hit rate 0.11% among 330,000; AID 2520, 2010;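 active = activation more than six SD over the plate average, tested at 20 µM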;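 also: 0% = DMSO alone and 100% = apelin-13 at 10 nM; some results filed as inactive read as strong as hits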
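system = engineered CHO-K1 APJ arrestin reporter cells | input = 1000 cells per well | timing = overnight seeding, 90 min compound at 25 °C, 1 h detection | measured by = enzyme-fragment complementation luminescence | read-out = beta-arrestin recruitment to APJ as agonist activity, luminescent signal | control set = negative DMSO alone, positive Apelin-13 at 10 nM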
XBP1 UPR activ: activators of adaptive XBP1 UPR arm, primary screen, cell-based, CHO-XBP1 luciferase reporter, luminescence, uHTS | AID 463104, 2010 | activation, % at 20 µM | hit rate 0.33% among 330,000 | IRE1-XBP1 UPR activation; percent of tunicamycin response, DMSO as zero;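 active = versus positive control, 20 µM dose yields 30% or more activation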;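 also: 100% = tunicamycin at 10 µg/mL and 0% = DMSO only wells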
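Material: CHO-XBP1 cells stably carrying IRE1-XBP1-driven luciferase reporter / Amount: 1000 cells per well / Compound: 20 µM, 1% DMSO / Times: 6 h treatment, 37 °C / Detection: luciferase luminescence / Measure: % activation of reporter signal versus tunicamycin and DMSO controls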
tim10-1 inh: growth inhibitors of tim10-1 mutant yeast, primary screen, luminescence, uHTS; S. cerevisiae tim10-1 ts strain growth, BacTiter-Glo, 24 h; inhibition, % at 20 µM; AID 463190, 2010; hit rate 2.2% among 330,000;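 active = inhibition of at least 40%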;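 also: mutant grown at 25 °C; 0% = DMSO wells with yeast and 100% = wells holding no yeast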
* marks the source's active call; other numbers are inactive results.

How did O=S(=O)(N/N=C1\CC(c2ccccc2)Oc2ccccc21)c1ccccc1 (configuration not stated) do in these assays?
tim23-1 inh: 29.4; TIM10 inh: 37.6; APJ antag: 8.6; Mdm2-MdmX inh: -20.1; CHOP UPR activ: -1.0; CXCR6 block: 3.2; APJ ag: -2.4; XBP1 UPR activ: 1.9; tim10-1 inh: 31.8

Results for Cc1ccc(S(=O)(=O)N(C)C)cc1NC(=O)CCc1c[nH]c2ccccc12 ?
tim23-1 inh: 7.8; TIM10 inh: -9.8; APJ antag: -11.3; Mdm2-MdmX inh: 19.6; CHOP UPR activ: -2.6; CXCR6 block: 1.4; APJ ag: 0.0; XBP1 UPR activ: 4.5; tim10-1 inh: -9.5

How did Cc1ccc(C(=O)C2=C(O)C(=O)N(Cc3cccnc3)C2c2ccc(Cl)c(Cl)c2)o1 (configuration not stated) do in these assays?
tim23-1 inh: 6.8; TIM10 inh: -2.6; APJ antag: 12.7; Mdm2-MdmX inh: 18.3; CHOP UPR activ: 1.8; CXCR6 block: 8.7; APJ ag: -3.2; XBP1 UPR activ: -3.9; tim10-1 inh: 10.8

Results for CCOC(=O)c1c(S(=O)(=O)N(C)Cc2ccccc2)c(C)n(C)c1C ?
tim23-1 inh: 12.0; TIM10 inh: 9.9; APJ antag: -7.2; Mdm2-MdmX inh: 10.8; CHOP UPR activ: 0.4; CXCR6 block: 15.8; APJ ag: 1.2; XBP1 UPR activ: -1.6; tim10-1 inh: 13.6

Results for COc1cc(NC(=O)c2c(OC)cccc2OC)ccc1NC(=O)c1cc2ccccc2o1 ?
tim23-1 inh: 20.9; TIM10 inh: 9.8; APJ antag: 3.3; Mdm2-MdmX inh: -18.0; CHOP UPR activ: 9.5; CXCR6 block: 3.2; APJ ag: 0.8; XBP1 UPR activ: 1.3; tim10-1 inh: 10.7

How did COc1ccc(N2CSC3=C(C#N)C(c4cc(OC)ccc4OC)CC(=O)N3C2)c(OC)c1 (configuration not stated) do in these assays?
tim23-1 inh: 12.4; TIM10 inh: 4.5; APJ antag: -15.1; Mdm2-MdmX inh: -2.1; CHOP UPR activ: -3.4; CXCR6 block: -12.5; APJ ag: 20.1; XBP1 UPR activ: -0.3; tim10-1 inh: 27.7

Results for C/C(=N\Nc1ccc([N+](=O)[O-])cc1)c1ccc2c(c1)OCO2 ?
tim23-1 inh: 0.4; TIM10 inh: 24.8; APJ antag: 6.7; Mdm2-MdmX inh: -18.8; CHOP UPR activ: 4.2; CXCR6 block: 0.9; APJ ag: -3.5; XBP1 UPR activ: 0.9; tim10-1 inh: 21.7

How did CCN(CC)CCn1c(=S)[nH]c2cc(C(=O)N3CC=C(c4ccccc4)CC3)ccc2c1=O do in these assays?
tim23-1 inh: 9.1; TIM10 inh: 5.0; APJ antag: 7.3; Mdm2-MdmX inh: 4.5; CHOP UPR activ: 1.1; APJ ag: -0.3; XBP1 UPR activ: -0.5; tim10-1 inh: 0.4

How did COCCNC(=S)N(Cc1cccnc1)Cc1ccc(OC)c(OC)c1 do in these assays?
tim23-1 inh: 13.6; TIM10 inh: -16.7; APJ antag: -4.1; Mdm2-MdmX inh: 2.2; CHOP UPR activ: 0.6; CXCR6 block: 5.7; APJ ag: -0.1; XBP1 UPR activ: -0.1; tim10-1 inh: 6.4

What do the screens show for `COCCCNC(=O)c1ccc(Cn2c(=O)[nH]c3ccccc3c2=O)cc1`?
tim23-1 inh: 5.2; TIM10 inh: -1.6; APJ antag: 0.2; Mdm2-MdmX inh: 11.3; CHOP UPR activ: 0.8; CXCR6 block: -2.7; APJ ag: 1.4; XBP1 UPR activ: -3.1; tim10-1 inh: 3.2

What do the screens show for `Nc1ncc(Br)cc1S(=O)(=O)NC1CCCCC1`?
tim23-1 inh: 25.9; TIM10 inh: 7.7; APJ antag: 14.0; Mdm2-MdmX inh: 9.8; CHOP UPR activ: -2.5; CXCR6 block: 0.7; APJ ag: -3.9; XBP1 UPR activ: -2.5; tim10-1 inh: 12.6

Results for CCN(CC)S(=O)(=O)N1CCC(C(=O)NCCC2=CCCCC2)CC1 ?
tim23-1 inh: 13.1; TIM10 inh: 14.2; APJ antag: 14.3; Mdm2-MdmX inh: -23.5; CHOP UPR activ: 1.2; CXCR6 block: -4.7; APJ ag: -3.8; XBP1 UPR activ: -3.6; tim10-1 inh: 21.1

How did CC(=O)c1ccc(OCc2cc(C(=O)N(C)C(C)c3ccon3)no2)cc1 (configuration not stated) do in these assays?
tim23-1 inh: 22.0; TIM10 inh: 1.1; APJ antag: -10.6; Mdm2-MdmX inh: 8.6; CHOP UPR activ: -0.2; CXCR6 block: -7.7; APJ ag: 7.5; XBP1 UPR activ: 0.9; tim10-1 inh: 4.3

Results for CN1C(=O)N(CC(=O)N2CCN(S(=O)(=O)/C=C/c3ccccc3)CC2)C(=O)C12CCCCC2 ?
tim23-1 inh: 13.2; TIM10 inh: 2.7; APJ antag: -4.1; Mdm2-MdmX inh: 17.2; CHOP UPR activ: 0.5; CXCR6 block: -1.0; APJ ag: -5.2; XBP1 UPR activ: -2.5; tim10-1 inh: 5.9

Results for COc1cccc(/C=C2\C(=O)C(=O)c3ccccc32)c1 ?
tim23-1 inh: 43.3; TIM10 inh: 25.9; APJ antag: -10.5; Mdm2-MdmX inh: -31.3; CHOP UPR activ: -0.9; CXCR6 block: 4.3; APJ ag: 0.8; XBP1 UPR activ: -1.6; tim10-1 inh: 21.5

What do the screens show for `Cn1c(=O)c2c(nc(CN3CCc4ccccc4C3)n2CC(=O)c2ccccc2)n(C)c1=O`?
tim23-1 inh: 11.5; TIM10 inh: 5.9; APJ antag: 5.4; Mdm2-MdmX inh: 7.1; CHOP UPR activ: 1.8; CXCR6 block: 27.4; APJ ag: -1.2; XBP1 UPR activ: -1.2; tim10-1 inh: -13.9

What do the screens show for `CC(=O)Nc1ccc(S(=O)(=O)N2CCCC2C(=O)Nc2ccc3c(c2)OCCO3)cc1` (configuration not stated)?
tim23-1 inh: 8.4; TIM10 inh: -1.6; APJ antag: 1.4; Mdm2-MdmX inh: -1.9; CHOP UPR activ: -1.6; CXCR6 block: -5.2; APJ ag: 4.3; XBP1 UPR activ: -2.7; tim10-1 inh: -13.3

How did Cc1ccc(C(=O)NCCn2cc(SCC(=O)Nc3cc(C)on3)c3ccccc32)cc1 do in these assays?
tim23-1 inh: 13.0; TIM10 inh: 2.8; APJ antag: 7.8; Mdm2-MdmX inh: 14.3; CHOP UPR activ: -5.0; CXCR6 block: 4.3; APJ ag: -1.8; XBP1 UPR activ: -2.3; tim10-1 inh: 30.5

Results for CC(C)c1cc(-c2cc(C(=O)Nc3ccccc3)on2)nc(NC2CCCC2)n1 ?
tim23-1 inh: 29.4; TIM10 inh: 5.4; APJ antag: 6.3; Mdm2-MdmX inh: -20.1; CHOP UPR activ: -1.9; CXCR6 block: -6.9; APJ ag: 4.3; XBP1 UPR activ: -1.9; tim10-1 inh: 15.0

Results for COc1cc(Cl)c(C)cc1NC(=O)COC(=O)C1CC1C (configuration not stated) ?
tim23-1 inh: 12.2; TIM10 inh: 5.3; APJ antag: 3.4; Mdm2-MdmX inh: -26.9; CHOP UPR activ: -0.4; CXCR6 block: 1.0; APJ ag: -3.2; XBP1 UPR activ: 2.6; tim10-1 inh: 7.0

Results for CCOCC(=O)Nc1ncc(S(=O)(=O)c2ccc([N+](=O)[O-])cc2)s1 ?
tim23-1 inh: 35.9; TIM10 inh: 17.0; APJ antag: -28.7; Mdm2-MdmX inh: 13.9; CHOP UPR activ: 0.1; CXCR6 block: -7.4; APJ ag: 3.7; XBP1 UPR activ: -3.1; tim10-1 inh: 16.1

How did O=C(CSCc1c(F)cccc1Cl)Nc1ccccc1C(=O)N1CCOCC1 do in these assays?
tim23-1 inh: 17.6; TIM10 inh: -2.2; APJ antag: -19.8; Mdm2-MdmX inh: 3.7; CHOP UPR activ: 2.6; CXCR6 block: -4.6; APJ ag: -5.3; XBP1 UPR activ: 2.7; tim10-1 inh: 13.8

How did COC(=O)c1cc(S(=O)(=O)NCC(C)c2ccccc2)cn1C (configuration not stated) do in these assays?
tim23-1 inh: 10.8; TIM10 inh: 5.8; APJ antag: 25.2; Mdm2-MdmX inh: 10.9; CHOP UPR activ: 1.9; CXCR6 block: 0.5; APJ ag: -2.7; XBP1 UPR activ: -3.8; tim10-1 inh: 17.8

What do the screens show for `O=C(NCC(c1ccco1)N1CCN(c2ccc(F)cc2)CC1)c1cccs1` (configuration not stated)?
tim23-1 inh: 25.2; TIM10 inh: 5.2; APJ antag: 0.1; Mdm2-MdmX inh: -4.3; CHOP UPR activ: -0.4; CXCR6 block: 9.4; APJ ag: -4.7; XBP1 UPR activ: 2.0; tim10-1 inh: 21.5

Results for O=S1(=O)CCN2N=C(C34CC5CC(CC(C5)C3)C4)SC2=N1 ?
tim23-1 inh: 4.0; TIM10 inh: -10.9; APJ antag: 4.9; Mdm2-MdmX inh: -1.0; CHOP UPR activ: 2.2; CXCR6 block: -2.9; APJ ag: -1.3; XBP1 UPR activ: -3.3; tim10-1 inh: 3.4

How did Cn1cnc(S(=O)(=O)NC2CCN(Cc3ccccc3)CC2)c1 do in these assays?
tim23-1 inh: -9.1; TIM10 inh: 7.7; APJ antag: 7.1; Mdm2-MdmX inh: 19.9; CHOP UPR activ: -0.1; CXCR6 block: -3.7; APJ ag: 2.2; XBP1 UPR activ: -4.1; tim10-1 inh: -10.9

How did O=C(CSc1nc2sc3c(c2c(=O)n1-c1ccccc1)CCCC3)N/N=C/c1ccccc1C(=O)O do in these assays?
tim23-1 inh: -5.6; TIM10 inh: 16.2; APJ antag: -19.4; Mdm2-MdmX inh: 17.3; CHOP UPR activ: -0.6; CXCR6 block: -0.9; APJ ag: -1.1; XBP1 UPR activ: -4.4; tim10-1 inh: 2.1

How did CCOc1ccc(N(CC(=O)N2CCCCCC2)S(C)(=O)=O)cc1 do in these assays?
tim23-1 inh: -2.3; TIM10 inh: -10.1; APJ antag: 7.3; Mdm2-MdmX inh: 16.9; CHOP UPR activ: -0.3; CXCR6 block: 4.5; APJ ag: 3.1; XBP1 UPR activ: -0.2; tim10-1 inh: -10.4

What do the screens show for `CCOC(=O)c1sc(NC(=O)CN2C(=O)NC3(CC(C)CC(C)(C)C3)C2=O)cc1C` (configuration not stated)?
tim23-1 inh: 17.8; TIM10 inh: 9.3; APJ antag: 4.9; Mdm2-MdmX inh: 10.8; CHOP UPR activ: 0.5; CXCR6 block: 4.2; APJ ag: 38.3*; XBP1 UPR activ: 5.9; tim10-1 inh: 17.0

An excerpt, so the mix of outcomes need not match the whole.
